Bioassay records: PubChem, National Center for Advancing Translational Sciences (NCATS)
12-LOX inh = ALOX12 (human) lipoxygenase inhibition | P18054 | purified 12hLO, xylenol orange hydroperoxide absorbance | Potency, µM (doses to about 108 µM), inactives show top-dose activity change, negative = inhibition, most hits filed as inhibitors | 1.1% of 580,000 active | AID 1671190; active = well fitted inhibition curve with a large enough effect; inconclusive = small, poorly fitted or top-dose-only effect, or another doubt; inactive = no such curve, though single readings can be large or run the other way
Target sequence (P18054 whole entry, looked up): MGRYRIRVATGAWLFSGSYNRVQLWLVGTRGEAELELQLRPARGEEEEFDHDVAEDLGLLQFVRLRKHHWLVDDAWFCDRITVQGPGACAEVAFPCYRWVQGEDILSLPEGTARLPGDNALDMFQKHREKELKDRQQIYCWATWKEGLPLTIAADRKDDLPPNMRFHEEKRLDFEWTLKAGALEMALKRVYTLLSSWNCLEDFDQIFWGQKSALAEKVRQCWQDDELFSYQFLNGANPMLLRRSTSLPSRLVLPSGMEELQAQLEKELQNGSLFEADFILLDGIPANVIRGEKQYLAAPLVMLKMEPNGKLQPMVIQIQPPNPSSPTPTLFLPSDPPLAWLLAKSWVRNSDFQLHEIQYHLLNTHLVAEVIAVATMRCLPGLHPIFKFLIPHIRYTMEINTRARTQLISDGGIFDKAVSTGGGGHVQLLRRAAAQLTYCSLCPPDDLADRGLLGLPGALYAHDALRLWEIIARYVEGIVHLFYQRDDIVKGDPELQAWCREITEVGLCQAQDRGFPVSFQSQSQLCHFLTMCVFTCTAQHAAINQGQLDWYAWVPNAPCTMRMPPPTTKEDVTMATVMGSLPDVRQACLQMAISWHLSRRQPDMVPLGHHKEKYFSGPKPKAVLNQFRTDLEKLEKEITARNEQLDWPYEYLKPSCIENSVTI
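Hydroperoxide product was detected by ferrous iron/xylenol orange as the 573 to 405 nm absorbance ratio. Arachidonic acid at 40 uM (final) was turned over for 30 min at room temperature by 150 nM human 12hLO, pH 7.0 Hepes buffer, after 15 min compound preincubation.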
An asterisk follows results filed as active; ? = inconclusive; [ ] = another dose, or the depositor's remark. % is set by controls: 0 for no effect and ±100 for the full control effect; potency is the fitted concentration of half-maximal effect. An excerpt, so the mix of outcomes need not match the whole.

SMILES	12-LOX inh
Cc1ccc(OCCN2CCC2(C)C(=O)NCc2ccc(C(F)(F)F)cc2)cc1 (stereo not given)	?
COC(=O)[C@]12CCCCC=C1N(CCC1=CCCCC1)C(=O)[C@H](CC(=O)N1CCSCC1)C2	-6%
N#Cc1cccc(CN2CC[C@H](c3nc4ccccc4o3)C2)c1	60%[activator][176 µM]
O=C(c1ccc2c(c1)OCO2)N1CC(Oc2ccc(F)cc2F)C1	7%[6.33 µM]
C[S+](=O)([O-])N1CCC2CC(=O)NCCC2C1 (stereo not given)	5%[12.5 µM]
O=C(NC1CCOCC1)C1=NO[C@@H]2CN(c3ccc(F)c(Cl)c3)C[C@H]12	-7%[176 µM]
O=C1NC[C@H](CCCCN2C[C@H](Cc3ccc(O)cc3)N(CCc3ccccc3)C(=O)C2=O)N(Cc2ccccc2)C1=O	0%
O=C(/C(=C/c1ccc(Cl)cc1)c1nc2ccccc2o1)c1ccccc1	-8%
Cc1cc(SCC(=O)Nc2ccc(F)cc2F)nc2ccccc12	2%
O=C(NC1CCCCC1)N1CCC(c2noc(-c3ccncc3)n2)C1 (stereo not given)	10%
Fc1ccc(-c2noc(CCc3nc4ccccc4[nH]3)n2)cc1	7%
O=C(Nc1ccc(Oc2ccccc2)cc1)N[C@H]1CO[C@H]2[C@@H]1OC[C@@H]2n1nnnc1Oc1ccccc1	?
COc1ccccc1-c1ccnc(N[C@H]2CO[C@H]3[C@@H]2OC[C@@H]3NC(=O)NC2CCCCC2)n1	8%
CNCc1ccc(-c2ccc(C(=O)OC)cc2)o1	-15%
CC(=O)Nc1ccc(NC(=O)Cn2nc3c(cc2=O)CCCCC3)cc1	25%
Cc1cccc(S(=O)(=O)N(C)C[C@H]2OCc3cnnn3CCCC(=O)N([C@H](C)CO)C[C@H]2C)c1	36%
C=CCN(C(=O)c1cn(C)c2ccccc12)C1CCS(=O)(=O)C1 (stereo not given)	54%[activator]
C=C(C)/C=C1/C(Cc2ccccc2)N(CC2CC2)C(=N)N1C(=O)OCc1ccccc1 (stereo not given)	0%
O=C(NCc1ccccc1F)c1ccc2c(c1)CN(Cc1ccc(O)c(F)c1)CCO2	-18%
CC(Cn1cncn1)C(=O)N1CCC2(CC1)CN(CCOc1ccccc1)C(=O)O2 (stereo not given)	25%
Cc1c(CC(=O)NC(C)C2CC2)c2c(n1Cc1ccccc1F)CCCC2=O (stereo not given)	20%
CC(C)c1nc(C#N)c(NCC(c2ccccc2Cl)N2CCOCC2)o1 (stereo not given)	?
Cc1cc(C)c(CNC(=O)c2nc(-c3cccc(N4CCOCC4)c3)cc3[nH]ccc23)c(=O)[nH]1	30%
CCNC(=O)N[C@H]1C[C@@H](Cc2cc(C(C)(C)C)on2)C1(C)C	5%[176 µM]
C[C@H](CO)N1C[C@H](C)[C@H](CN(C)C(=O)Nc2ccccc2)OCc2cnnn2CCCC1=O	-4%

The list continues.
SMILES	12-LOX inh
COC(=O)c1cc(-c2ccc(OC)c(OC)c2)nc2onc(C(C)C)c12	?
FC(F)C(F)(F)Oc1cccc(Nc2nccn3c(-c4cc(C(F)(F)F)cc(C(F)(F)F)c4)cnc23)c1	12%
Cc1cc(Nc2nc3ccccc3nc2NS(=O)(=O)c2ccccc2)ccc1Cl	-23%
O=C(NC1CCN(C(=O)c2ccc3ccccc3n2)CC1)c1ccccc1	-10%
CC(C)(C)c1ccc(CC(=O)N2CCC2(C)C(=O)NCc2ccc(Cl)cc2)cc1 (stereo not given)	-2%
COc1ccccc1N(C)S(=O)(=O)c1ccc(C(=O)NCCCN2CCCC2=O)cc1	9%
CN(CCC#N)S(=O)(=O)c1ccc(Cl)cc1F	?
CCOC(=O)Cc1csc(NC(=O)c2nc(-c3ccccc3)oc2C)n1	21%
Cc1nc([C@@H]2CN(C(=O)c3sccc3C)C[C@H]2C(N)=O)n[nH]1	2%
CC(C)C(O)C1CCN(c2nccc(-c3cc(C(=O)O)ccn3)n2)CC1 (stereo not given)	75%[activator]
COC[C@H]1C[C@@H](NS(=O)(=O)c2ccc(F)cc2)[C@H](O)[C@@H]1O	12%[176 µM]
C[C@H]1[C@@H]2[C@@H](O)C([C@H](C)C(=O)N3CCCCC3)CC[C@@]2(C)CC[C@@H]1NC(=O)c1ccccn1 (stereo not given in full)	-29%
Cc1ccc(C2C3=C(CC(C)(C)CC3=O)Nc3nc(SCCC(C)C)[nH]c(=O)c32)s1 (stereo not given)	31%
COCc1cc(=O)n(CC(=O)Nc2ccc(OC)cc2)c(N2CCOCC2)n1	13%
COC(=O)c1ccccc1NC(=O)c1nn(C2CCS(=O)(=O)C2)c2c1CCCC2 (stereo not given)	-24%
COCCN(CCOC)C(=O)COc1cc2oc(=O)cc(-c3ccccc3)c2cc1Cl	25%
COc1ccc(C2(C(=O)N3C[C@@H](CO)[C@H](c4nc(C)no4)C3)CC2)cc1	15%
COc1ccc(S(=O)(=O)N2CCn3nnc(CCC(=O)N4CCOCC4)c3C2)cc1	37%[activator]
Cc1ccc(NCC(=O)Nc2ccc(F)c(Cl)c2)cc1S(=O)(=O)N1CCOCC1	12%
COc1cc(NC(=O)Nc2cccc(-c3ccc(N4CCOCC4)nn3)c2)cc(OC)c1	-1%
CCN1CCN(c2nc(Nc3ccccc3)c3cnn(-c4ccccc4)c3n2)CC1	-5%
O=C(NCC1CCCO1)Nc1cccc(-c2nnc3n2CCCC3)c1 (stereo not given)	-12%
C=CCOc1cccc(NC(=O)C(C)Oc2ccccc2)c1 (stereo not given)	6%
CCCn1ncc(C(=O)NCC2(O)CCCNC2)c1C (stereo not given)	3%
O=C(CSc1ncccn1)NC(=O)NC1CCCC1	?

Continued:
SMILES	12-LOX inh
Cc1ccc(C(O)c2ncc(-c3ccccc3F)[nH]2)cc1F (stereo not given)	1%
Cc1ccccc1-c1nnn(CCC(=O)Nc2sc3c(c2C#N)CCCC3)n1	?
CNC(=O)[C@H]1C[C@H](Oc2cccnc2)CN1S(=O)(=O)c1ccc(OC)cc1	28%
Cc1ccc(C)c(C(=O)NCc2nnc3cc(-c4nc(C5CC5)no4)ccn23)c1	0%
OC[C@@H]1CN(Cc2ccc(F)cc2)C[C@H]1c1nc(-c2ccncc2)no1	-3%
CC(C)NC(=O)N1CCNc2cnc(Nc3cccc(C(F)(F)F)c3)nc2C1	?
Cc1ccc(NC(=O)Cn2c(C)cc3nc4n(c(=O)c32)CCC4)cc1	-19%
FC(F)(F)c1ccnc(Oc2ccc(-c3nc4ccccc4s3)cc2)n1	?
c1cc(-c2ccsc2)n2cnnc2c1	2%
Cc1cc(C(=O)N2CCN(C(=O)C(C)C)CC2)c2ccccc2n1	-8%
CCOCCN1C(=O)COC[C@@H]1[C@H](O)c1ccc(NC(=O)COC)cc1	19%[176 µM]
CC1(C(=O)NCCc2ccccc2)CCCCC(=O)N1 (stereo not given)	25%
CCOc1ccccc1C1NC(=O)N(CC(=O)Nc2ccc(OC)c(Cl)c2)C2=C1C(=O)OC2 (stereo not given)	?
Cc1cccc(C)c1NC(=O)c1ncoc1-c1ccco1	-14%
O=C1NCCCCCN(C(=O)c2cccs2)[C@H]2CCCC[C@@H]12	3%
O=C(OCC(=O)N1CCc2ccccc21)c1cc(Cl)ccc1[N+](=O)[O-]	-6%
CC(C)Oc1cc(F)ccc1-c1cc(C(=O)Nc2cccc(C(F)(F)F)c2)[nH]n1	-3%
CCCNC(=O)c1cc(C2CCCN(C(=O)c3ccc4ccccc4c3)C2)on1 (stereo not given)	-11%
Cc1noc2c(-c3cccnc3N3CC(O)C3)cc(-c3ccccc3)nc12	6%[176 µM]
CN1C(=O)C2(CCN(C(=O)c3cccc(Br)c3)C2)c2ccccc21 (stereo not given)	9%
O=C(Nc1ccc(SC2CCCC2)cc1)C1CCC1	2%
CCCCCC(C)NCc1sccc1C (stereo not given)	0.45µM*
O=C(O)CCC(=O)N1C[C@@H]2OCC(=O)N(Cc3ccc(F)cc3)[C@@H]2C1	0%[176 µM]
COc1ccc(OC)c(CN2CCC3(CC2)OCCN(Cc2ccccc2)C3=O)c1	-1%[176 µM]
CON(C)C(=O)/C=C/[C@H](CC1CCCC1)NC(=O)C(F)(F)F	7%

Looked up by structure from the list above (5):
SMILES	12-LOX inh
Cc1cc(C(=O)N2CCN(C(=O)C(C)C)CC2)c2ccccc2n1	-8%
CC1(C(=O)NCCc2ccccc2)CCCCC(=O)N1 (stereo not given)	25%
c1cc(-c2ccsc2)n2cnnc2c1	2%
CNC(=O)[C@H]1C[C@H](Oc2cccnc2)CN1S(=O)(=O)c1ccc(OC)cc1	28%
Cc1noc2c(-c3cccnc3N3CC(O)C3)cc(-c3ccccc3)nc12	6%[176 µM]

The list goes on.
SMILES	12-LOX inh
O=C1/C(=C/c2cnc(-c3ccccc3)nc2)CS(=O)(=O)c2ccccc21	?
Cc1cc2oc(C(=O)N(Cc3ccccc3)Cc3ccco3)cc(=O)c2cc1Cl	0%
C=CCn1nc(C(=O)N2CCOCC2)c2c1CCC(NCC1(c3ccccc3)CCOCC1)C2 (stereo not given)	35%[activator]
O[C@H]1CC[C@@H](Cc2cc(CN3CCOCC3)on2)O[C@@H]1CNCc1ccccc1	11%[176 µM]
CN1CCN(c2ccc3nnc(-c4cc(C(=O)N(C)Cc5ccccc5)ccn4)n3n2)CC1	?
CNC(=O)C[C@H]1C(=O)N(c2ccc(Br)cc2)C[C@@H]1CSC	-4%
CCCc1nnc(C[C@@H]2C[C@@H](C(C)C)[C@H](CNCc3cccnc3)C=C2C)o1	64%[activator][176 µM]
COc1ccc(-c2cc(C[C@H]3CNCC[C@H]3CC(=O)NCc3ccccc3)no2)cc1	-27%[176 µM]
O=C(c1cc(=O)c2ccccc2o1)N(Cc1ccc(F)cc1)C1CCS(=O)(=O)C1 (stereo not given)	?
Cc1nc(-c2ccccc2)n(Cc2ccccc2Cl)c(=O)c1CCO	?
COc1cccc(-c2ocnc2C(=O)Nc2ccccc2OC)c1	-25%
N#Cc1ccc2c(C=O)c[nH]c2c1	-3%
CC(=O)Nc1ccccc1NC(=O)CN1CCN(Cc2ncccc2C)CC1	94%[activator]
COc1ccc(-c2nc3ncccc3[nH]2)cc1	?
O=Cc1ccc(OCc2ccc(Br)cc2)cc1	-51%
O=C1Cc2c(-c3cccc(CO)c3)n[nH]c2CN1c1ccccc1	-15%[176 µM]
COc1ccc(CN2CC[C@H](c3nnc(-c4ccccc4F)o3)C2)cc1	31%[activator][176 µM]
Cc1ccc2oc(=O)c(S(=O)(=O)N3CCN(C)CC3)cc2c1	11%
F[B-](F)(F)COCc1ccccc1C#Cc1ccccc1	10%
N#Cc1nc(C2CC2)oc1N1CCN(CC2CCCCC2)CC1	-17%
COc1ccc(NC(=O)CCC2CCCN(C(=O)CC3=CCCCC3)C2)cc1Cl (stereo not given)	22%
Fc1cccc(Cc2nc(-c3nnn4c3COC(c3ccc(Cl)cc3)C4)no2)c1 (stereo not given)	56%[activator]
COc1ccc(-c2[nH]nc3ncc(-c4ccccc4O)nc23)cc1F	8%[176 µM]
O=C(Cc1ccc(-n2cnnn2)cc1)N1CCC2(CC1)[C@H](O)C[C@@H]2O	21%
COCCN1C(=O)CO[C@H]2CN(C3CCN(C(C)=O)CC3)C[C@H]21	12%[176 µM]

The closing 7 records of the part before lead into the next:
SMILES	12-LOX inh
F[B-](F)(F)COCc1ccccc1C#Cc1ccccc1	10%
N#Cc1nc(C2CC2)oc1N1CCN(CC2CCCCC2)CC1	-17%
COc1ccc(NC(=O)CCC2CCCN(C(=O)CC3=CCCCC3)C2)cc1Cl (stereo not given)	22%
Fc1cccc(Cc2nc(-c3nnn4c3COC(c3ccc(Cl)cc3)C4)no2)c1 (stereo not given)	56%[activator]
COc1ccc(-c2[nH]nc3ncc(-c4ccccc4O)nc23)cc1F	8%[176 µM]
O=C(Cc1ccc(-n2cnnn2)cc1)N1CCC2(CC1)[C@H](O)C[C@@H]2O	21%
COCCN1C(=O)CO[C@H]2CN(C3CCN(C(C)=O)CC3)C[C@H]21	12%[176 µM]
CN(C)C[C@@H]1CN(Cc2ccncc2)C[C@H]1NC(=O)C1CC=CC1	66%[activator]
CCN(CC)S(=O)(=O)Nc1cc(S(=O)(=O)N2CCOCC2)ccc1NCC1CCCO1 (stereo not given)	17%
CCCCN1CC(C)(C)[C@H](CC(=O)Nc2ccccc2)C1=O	-3%
CCCN1CCCC2(CCN(c3cc(C)c4cccc(OC)c4n3)C2)C1=O (stereo not given)	-5%
Cc1cc(-n2cccc2C=O)ccc1Br	?
NCc1c[nH]c(=S)n1[C@H]1CCc2c(F)cc(F)cc2C1	-64%[57.4 µM]
Cc1c(N(Cc2cccc(Cl)c2)S(C)(=O)=O)c(=O)n(-c2ccccc2)n1C	30%[activator]
COc1cccc(-c2noc(-c3ccc(NCCCSC)nc3)n2)c1OC	5%
CCOc1ccc(-n2nnc(C(=O)Nc3cccc(C)c3C)c2N)cc1	51%[activator]
CC(=O)N1CCN(Cc2ccc(C(F)(F)F)c(F)c2)CC(O)C1 (stereo not given)	4%
N#Cc1ccc(C(=O)Nc2ccc(Cl)c(-c3nc4ncccc4o3)c2)c(F)c1	-57%
O=C(Nc1cccc2c1CCCC2)c1ccccc1	1%
CCNC(=O)N1CC[C@H]2CC(=O)N([C@H](C(N)=O)C(C)C)CC[C@H]2C1	73%[activator][176 µM]
COc1ccc(/C=C/c2nc(C#N)c(NCCCn3ccnc3)o2)cc1OC	23%
COCCOC1CCN(C(=O)CCc2c[nH]c3ccccc23)CC1	30%
CCOC(=O)c1cnc2c(Cl)c(Cl)ccc2c1NCCO	-19%
CCOc1nc2ccccc2nc1N1CCC(C(=O)NC(C)c2ccccc2)CC1 (stereo not given)	24%
CCc1ccc(C(O)c2ncc(-c3cccc(C(F)(F)F)c3)[nH]2)cc1 (stereo not given)	-11%
Cc1nc(CSc2ccccc2C(=O)Nc2nc(-c3ccc(C)c(C)c3)cs2)no1	-19%
